TDP1 block – qHTS Assay for Inhibitors of Tyrosyl-DNA Phosphodiesterase (TDP1); recombinant TDP1, AlphaScreen DNA substrate cleavage; Potency, µM (doses to about 130 µM), without a hit: at the highest dose activity change, negative = inhibition, usual class: inhibitors; 0.28% of 350,000 active; also: nearly all actives have a fitted effect of over 40% in size
Target sequence (Q9NUW8 whole entry, looked up): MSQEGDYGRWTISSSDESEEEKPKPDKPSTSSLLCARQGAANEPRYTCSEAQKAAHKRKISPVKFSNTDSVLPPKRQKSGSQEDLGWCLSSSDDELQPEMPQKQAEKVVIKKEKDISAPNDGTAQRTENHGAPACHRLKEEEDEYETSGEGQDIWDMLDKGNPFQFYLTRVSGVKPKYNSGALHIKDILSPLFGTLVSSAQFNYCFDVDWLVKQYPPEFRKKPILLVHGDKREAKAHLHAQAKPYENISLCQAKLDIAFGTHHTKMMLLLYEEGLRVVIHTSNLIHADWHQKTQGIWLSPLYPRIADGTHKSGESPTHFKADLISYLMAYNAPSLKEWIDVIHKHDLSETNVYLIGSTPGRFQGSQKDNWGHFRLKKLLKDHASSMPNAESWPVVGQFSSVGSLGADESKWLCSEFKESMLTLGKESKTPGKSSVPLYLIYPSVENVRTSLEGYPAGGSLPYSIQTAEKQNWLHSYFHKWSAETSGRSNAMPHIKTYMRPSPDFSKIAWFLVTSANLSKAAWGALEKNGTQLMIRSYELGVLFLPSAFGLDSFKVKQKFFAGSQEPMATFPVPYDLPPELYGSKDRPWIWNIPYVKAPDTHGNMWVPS
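Compounds were preincubated with Tdp1 (1 nM final) for 15 min at room temperature before substrate (15 nM final) started a 5 min reaction; beads (10 ug/ml final) were then added for 10 min before AlphaScreen detection.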
N370S GC mod – qHTS Assay for Inhibitors and Activators of N370S glucocerebrosidase as a Potential Chaperone Treatment of Gaucher Disease. Potency, µM (series often up to 59.4 µM), for the others: at the highest dose activity change, negative = inhibition, most hits filed as inhibitors. N370S GC spleen homogenate, 4MU-glucoside fluorescence. 0.092% of 330,000 active. Lysosomal acid glucosylceramidase (Homo sapiens), P04062;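 also: 0% = full enzyme activity and -100% = no enzyme basal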
FEN1 inhibitor – qHTS Assay for the Inhibitors of Human Flap endonuclease 1 (FEN1); P39748; Recombinant FEN1 flap cleavage, fluorescence, 15 min; Potency, µM (titrated, usually from 114 µM), for inactives: at the highest dose activity change, negative = inhibition, most hits filed as inhibitors; 0.35% of 390,000 active; also: nearly all actives have a fitted effect of over 65% in size
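Concentration–response screening of FEN1 (10 nM): 15 min compound preincubation at room temperature, reaction started with 50 nM substrate and read at 0 and 15 min. Corrected, normalized data were fitted by a four-parameter Hill equation.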
An asterisk follows results filed as active; ? = inconclusive; nt = not tested or not shown; & = joins results of further samples; [ ] = remark or other dose. Calls follow the shape of the dose curve; as a rule, active = well fitted curve in the direction sought with a large enough effect; inconclusive = small, poorly fitted or top-dose-only effect, or another doubt; inactive = no such curve, though single readings can be large; an effect the other way counts as inactive or inconclusive. Unless noted, % is scaled to controls: 0 for no effect and ±100 for the full control effect; potency is read from the fitted curve at half-maximal effect. Not a hit list, and some 0.57% of all compounds hit somewhere here.

SMILES	TDP1 block	N370S GC mod	FEN1 inhibitor
O=C1CC(SC(=Nc2ccccc2)Nc2ccccc2)C(=O)N1c1cccc(Cl)c1 (stereo not given)	0.0%	0.4%	-11.4%
COc1ccc(-c2nc(CS(=O)CC(=O)NCc3ccc4c(c3)OCO4)c(C)o2)cc1 (stereo not given)	1.2%	-2.6%	-4.3%
CN(C(=O)CC1C(=O)NCCN1CC1CCCCC1)C1CCOCC1 (stereo not given)	nt	3.9%	-10.9%
COc1cccc(NC(=O)Nc2cccs2)c1	1.3%[56.1 µM]	1.6%	3.3%
CCC(=O)NC(=S)Nc1ccc(NC(=O)c2ccc([N+](=O)[O-])cc2Cl)cc1	1.8%	13.6%	18.7%
O=C(NC1CC(=O)N(c2ccc(Cl)cc2)C1)C1CCCC1 (stereo not given)	-2.6%	nt	-10.6%
CCCCN(C(=O)c1cccc(-n2cnnn2)c1)c1c(N)n(CC(C)C)c(=O)[nH]c1=O	0.4%	nt	-7.5%
COc1ccc(CCNC(=O)C(=O)NCC2CCCN2S(=O)(=O)c2ccccc2)cc1OC (stereo not given)	nt	-5.5%	11.0%
CC(C)CC(NC(=O)C1CCC(C)CC1)C(=O)Nc1ccc2c(c1)OCCO2 (stereo not given)	2.5%	7.3%	-26.6%
CC(=O)N1CCN(Cc2nc3cc(NC(=O)c4cccc(Br)c4)ccc3n2C)CC1	nt	14.0%	7.7%
CC(C)CC(NC(N)=O)C(=O)Nc1cccc([N+](=O)[O-])c1 (stereo not given)	5.8%	-1.5%	1.7%
CCCC(=O)Nc1nnc(/C=C/c2ccc(OC)cc2)s1	nt	?	2.4%
O=C(CSc1nnc(Cc2ccccc2)o1)N1CCCC1	0.0%	9.6%	20.5%
CCOC(=O)N1CCC(NC(=O)c2cnn3cccnc23)CC1	4.3%	0.1%	0.3%
CC(O)CCc1ccc(O)cc1 (stereo not given)	-2.4%	-0.5%	2.3%
CC(C(=O)O)n1c2ccccc2c2cnn(C)c(=O)c21 (stereo not given)	nt	?	?
CC(C)N1C(=S)SC(C)(C)C1NO (stereo not given)	-11.6%	-4.4%	2.4%
O=C(CSc1nc2ccccc2n1Cc1cccc(C(F)(F)F)c1)NCc1ccccc1	-1.2%	nt	5.8%
CCOC(=O)c1c(-c2ccc(C)cc2C)csc1NC(=O)CSc1nnnn1C	4.0%	?	1.3%
COc1ccc(CCn2cc3c(c2-c2ccccc2Br)c(=O)n(C)c(=O)n3C)cc1OC	11.6%	nt	-17.0%
Cc1[nH]n(-c2ccccc2)c(=O)c1N=Nc1ccccc1O	10.8%	-5.1%	-23.5%
Cc1cc(C)nc(SCc2cc(=O)c(OC(=O)c3cc([N+](=O)[O-])ccc3Cl)co2)n1	-13.9%	1.6%	-0.8%
O=C(c1ccc2c(c1)OCO2)C1CCCN(C(=O)NCc2ccccc2)C1 (stereo not given)	2.4%	-20.3%	14.7%
C=CCNC(=O)COC(=O)c1c2c(nc3ccccc13)CCC2	nt	-1.0%	-19.1%
CC(=O)OC[C@@H]1O[C@H](CCO/N=C(\C)CCN2CCc3nc(-c4ccccc4)c(-c4ccccc4)cc3C2)C=C[C@@H]1OC(C)=O	-3.7%[21 µM]	-0.7%[12.8 µM]	nt
CCO[C@H]1OC(C(=O)N2CCOCC2)=C[C@@H](c2ccccc2)[C@@H]1CCCO	0.0%	-10.0%	-2.4%
C=CCn1c(SCc2nc3scc(-c4ccccc4)c3c(=O)[nH]2)nnc1-c1ccccc1F	3.5%	2.7%	-12.6%
CC(Oc1ccc(S(=O)(=O)N2CCCC2)cc1[N+](=O)[O-])C(=O)N(C)c1ccccc1 (stereo not given)	nt	-7.3%	13.2%
COc1ccccc1OCC(=O)N/N=C/C=C/c1ccc([N+](=O)[O-])o1	6.7%	-6.3%	-6.8%
Cc1ccc2nc(-c3ccc(N4C(=O)CC(N5CCCC(C)C5)C4=O)cc3)sc2c1 (stereo not given)	5.1%	1.9%	nt
NC(=O)CC(NC(=O)Cc1ccc(Cl)cc1)c1ccc(NCCOc2ccccc2)c([N+](=O)[O-])c1 (stereo not given)	nt	-1.6%	-6.1%
CCOc1ccccc1NC(=O)c1cccc(NC(=O)CC(c2ccccc2)c2ccccc2)c1	1.0%	9.5%	-17.8%
Cc1c(C(=O)Oc2cccc3cccnc23)oc2ccccc12	8.2%	11.8%	-7.7%
O=[N+]([O-])c1cc(C(F)(F)F)ccc1NN=C1CCCC1	2.7%	7.2%	-11.8%
O=C(Nc1cccnc1)c1ccc(COc2ccccc2Br)o1	2.3%	-4.8%	0.0%
COc1ccccc1N1CC(C(=O)NCC2COc3ccccc3O2)CC1=O (stereo not given)	0.1%	nt	-15.3%
Cc1cc(=O)n2nc(N3CCC(C(=O)NCc4ccc(Cl)cc4)CC3)sc2n1	3.9%&7.6%	0.0%	18.9%&-4.0%
CCc1nnc(SCc2ccc(OC)cc2)c2cc3sc(C)cc3n12	2.6%	nt	16.2%
COc1ccc(CNC(=O)N2CCN(c3ccc(F)cc3)CC2)cc1	nt	-5.5%	-8.2%
COc1cccc(CNCCO)c1OCc1ccccc1Cl	2.7%	-10.5%	-4.1%

Sorted by SMILES length (descending): some entries from above
SMILES	TDP1 block	N370S GC mod	FEN1 inhibitor
CC(=O)OC[C@@H]1O[C@H](CCO/N=C(\C)CCN2CCc3nc(-c4ccccc4)c(-c4ccccc4)cc3C2)C=C[C@@H]1OC(C)=O	-3.7%[21 µM]	-0.7%[12.8 µM]	nt
NC(=O)CC(NC(=O)Cc1ccc(Cl)cc1)c1ccc(NCCOc2ccccc2)c([N+](=O)[O-])c1 (stereo not given)	nt	-1.6%	-6.1%
Cc1cc(C)nc(SCc2cc(=O)c(OC(=O)c3cc([N+](=O)[O-])ccc3Cl)co2)n1	-13.9%	1.6%	-0.8%
C=CCn1c(SCc2nc3scc(-c4ccccc4)c3c(=O)[nH]2)nnc1-c1ccccc1F	3.5%	2.7%	-12.6%
CCO[C@H]1OC(C(=O)N2CCOCC2)=C[C@@H](c2ccccc2)[C@@H]1CCCO	0.0%	-10.0%	-2.4%
CCOc1ccccc1NC(=O)c1cccc(NC(=O)CC(c2ccccc2)c2ccccc2)c1	1.0%	9.5%	-17.8%
Cc1cc(=O)n2nc(N3CCC(C(=O)NCc4ccc(Cl)cc4)CC3)sc2n1	3.9%&7.6%	0.0%	18.9%&-4.0%
COc1ccccc1OCC(=O)N/N=C/C=C/c1ccc([N+](=O)[O-])o1	6.7%	-6.3%	-6.8%
O=C(c1ccc2c(c1)OCO2)C1CCCN(C(=O)NCc2ccccc2)C1 (stereo not given)	2.4%	-20.3%	14.7%
COc1ccccc1N1CC(C(=O)NCC2COc3ccccc3O2)CC1=O (stereo not given)	0.1%	nt	-15.3%
COc1ccc(CNC(=O)N2CCN(c3ccc(F)cc3)CC2)cc1	nt	-5.5%	-8.2%
CCc1nnc(SCc2ccc(OC)cc2)c2cc3sc(C)cc3n12	2.6%	nt	16.2%
Cc1[nH]n(-c2ccccc2)c(=O)c1N=Nc1ccccc1O	10.8%	-5.1%	-23.5%
Cc1c(C(=O)Oc2cccc3cccnc23)oc2ccccc12	8.2%	11.8%	-7.7%
O=C(Nc1cccnc1)c1ccc(COc2ccccc2Br)o1	2.3%	-4.8%	0.0%
COc1cccc(CNCCO)c1OCc1ccccc1Cl	2.7%	-10.5%	-4.1%

New compounds follow:
SMILES	TDP1 block	N370S GC mod	FEN1 inhibitor
COc1ccc(CN=C2NC(=O)CC(C(=O)Nc3ccc(Cl)cc3)S2)cc1 (stereo not given)	2.7%	-22.6%	2.1%
CC(C)Cn1c(N)c(C(=O)COC(=O)[C@H](C)NC(=O)c2ccccc2Cl)c(=O)n(C)c1=O	-13.1%[0.505 µM]	-18.7%	-7.1%
COc1cc2c(cc1OC)CN(C(C)C(=O)Nc1ccc(NC(C)=O)cc1)CC2 (stereo not given)	0.9%	nt	-5.4%
CCOc1ccc(NC(=O)CN(C)C(=O)c2ccc(-c3ccc(C(C)=O)cc3)o2)cc1OCC	nt	-14.6%	2.2%
Cc1cccc(N=C2NC(=O)/C(=C/c3cccs3)S2)c1	0.0%	4.3%	-13.4%
CCN(CC)S(=O)(=O)c1ccc(OC)c(NC(=O)c2ccc(=O)[nH]c2)c1	1.2%	7.2%	1.3%
C/C(=N/NS(=O)(=O)c1ccccc1)c1c[nH]c2ccccc12	5.0%[56.1 µM]	-3.1%	15.8%
CC(=O)Nc1ccc(NS(=O)(=O)c2cc([N+](=O)[O-])ccc2C)cc1	4.6%	-7.7%	-7.5%
COc1ccc(-c2ccc(CCC(=O)O)n2NC(=O)c2cccs2)cc1	-1.2%	4.2%	5.3%
CCOc1ccc(CCNC(=O)COC(=O)c2cccc(OC)c2O)cc1OCC	5.3%	-1.7%	-16.2%
Cc1nn(-c2ccc(Cl)cc2)c2[nH]c(=O)c(CNCc3ccc4c(c3)OCO4)cc12	3.1%	-18.7%	12.8%
Oc1cccc(CCC2CCCCN2Cc2cn[nH]c2-c2ccc3c(c2)OCO3)c1 (stereo not given)	6.0%	-5.9%	-3.3%
COc1ccc(/C(C)=N/OCC(=O)Nc2nc3ccccc3s2)cc1	4.2%	2.8%	-11.8%
CN(C)CCNC(=O)Cc1c(C(=O)O)n(C)c2ccccc12	6.2%	5.3%	nt
Clc1ccc2nc(-c3cccc(SC4CCCCC4)c3)c(NCc3ccccc3)n2c1	-0.5%	-9.5%	-1.8%
O=C(Nc1ccc(N2CCOCC2)c(S(=O)(=O)Nc2ccccc2Cl)c1)c1ccc(F)cc1	-0.3%	nt	-8.6%
